High-throughput results: PubChem BioAssay, several laboratories
KOR beta-arrestin-1: KOR agonists, beta-arrestin recruitment, primary screen, cell-based, luminescence, uHTS (AID 1777); KOR beta-arrestin recruitment, luminescence; higher % means a stronger effect; one-dose activation, % at 10 µM; EC50 in µM for titrated hits; 0.02% of 280,000 active; in the data active = activation above about 50%, passing the limit was not always enough; note: a part of the inactive calls stands beside numbers as strong as those of hits
GPR35 arrestin U2OS: GPR35 antagonists blocking zaprinast-driven arrestin recruitment, primary screen, imaging, U2OS, beta-arrestin-GFP, zaprinast agonist (AID 2058) | inhibition, % at 10 µM; hits with a dose series show IC50 in µM | U2OS GPR35 beta-arrestin-GFP translocation imaging, zaprinast antagonism; higher % means a stronger effect | 0.052% of 290,000 active;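 active = inhibition of at least 50% with at least 30 cells and total cytoplasm GFP at most 10,000,000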
GPR55 beta-arrestin: GPR55 agonists via beta-arrestin recruitment, primary screen, imaging, U2OS cells, beta-arrestin-GFP redistribution (AID 1961); U2OS GPR55 beta-arrestin-GFP redistribution imaging; higher % means a stronger effect; activation, % at 10 µM, or EC50 in µM where a hit was titrated; 0.048% of 290,000 active;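 active = activation above 40% with more than 50 cells counted in the well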;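 note: U2OS osteosarcoma cells stably expressing GPR55 and beta-arrestin-GFP; plate controls were DMSO negative control for no effect and LPI positive control for full effect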
HIV fusion peptide: inhibitors of HIV fusion peptide binding, primary screen, biochemical, uHTS, fluorescence dequenching (AID 1986) | cell-free peptide binding, fluorescence dequenching, 30 min; higher % means a stronger effect | inhibition, % at 20 µM, or IC50 in µM where a hit was titrated | 0.3% of 290,000 active; in the data active = inhibition mostly above about 52%, no sharp cut-off; inactive = mostly below about 76%; note: some results filed as inactive read as strong as hits
NOD1 inhibition: inhibition of NOD1-driven NF-kB reporter – cell-based, luminescence, uHTS, primary screen (AID 1578) | NOD1-driven NF-kB luciferase reporter cells, luminescence; higher % means a stronger effect | one-dose inhibition, % at 4 µM; EC50 in µM for titrated hits | 1% of 290,000 active; in the data active = inhibition mostly above about 36%, no sharp cut-off; inactive = mostly below about 34%;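 note: HEK-293T reporter cells stimulated with the NOD1 agonist gamma-tri-DAP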
GPR55 LPI antagonism: inhibition of LPI-stimulated GPR55 beta-arrestin translocation – imaging, U2OS, beta-arrestin-GFP, LPI agonist, primary screen (AID 2013) | U2OS GPR55 beta-arrestin-GFP translocation imaging, LPI antagonism; higher % means a stronger effect | one-dose inhibition, % at 10 µM; IC50 in µM for titrated hits | 0.13% of 290,000 active;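 active = spots per cell inhibited over 60%, with over 100 cells counted and total cytoplasm intensity under 500,000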;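 note: U2OS cells stably carrying GPR55 and arrestin-GFP stimulated by 5 µM LPI near EC80; imaged beta-arrestin-GFP aggregate spots per cell after agonist stimulation; plate controls were LPI-stimulated DMSO wells for no effect and DMSO wells without LPI for full effect; some results filed as inactive read as strong as hits; confirmed hits need IC50 under 10 µM and bright autofluorescent wells are also inconclusive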
West Nile antiviral: inhibition of WNV-induced cytopathic effect – cell-based, CPE readout (AID 1621); one-dose CPE inhibition, % at 10 µM; IC50 in µM for titrated hits; West Nile virus-infected cells, CPE inhibition; higher % means a stronger effect; 0.02% of 290,000 active; in the data active = a potency from the dose series; note: strong numbers were not always called active
Dengue-2 NS5 capping: flavivirus cap methylation enzyme inhibition – biochemical, confirmation dose response, primary screen (AID 588689); Dengue-2 NS5 methyltransferase capping enzyme assay, biochemical; higher % means a stronger effect; one-dose inhibition, % at 25 µM; IC50 in µM for titrated hits; 0.3% of 340,000 active; in the data active = a potency from the dose series
KOR beta-arrestin-2: KOR antagonists, beta-arrestin recruitment, cell-based, luminescence, uHTS (AID 1778) | 0.091% of 290,000 active | one-dose inhibition, % at 10 µM; IC50 in µM for titrated hits | KOR beta-arrestin recruitment, luminescence, antagonist mode; higher % means a stronger effect; in the data active = inhibition above about 50%; note: strong numbers were not always called active
Active calls of the source: *; · = not tested or not shown; [ ] = dose if it differs, or a comment. An excerpt; count on the stated rates, not on these rows.

Codes: A = KOR beta-arrestin-1; B = GPR35 arrestin U2OS; C = GPR55 beta-arrestin; D = HIV fusion peptide; E = NOD1 inhibition; F = GPR55 LPI antagonism; G = West Nile antiviral; H = Dengue-2 NS5 capping; I = KOR beta-arrestin-2
CC(=O)C1C(=O)C=C(c2cccs2)CC1c1ccccc1 (stereo unspecified)
  A: -1.4% | B: -14% | C: -0.4% | D: -1.1% | E: -36% | F: 3% | G: -0.7% | H: · | I: -23%

C=C1CSc2nc3ccccc3c(=O)n21
  A: 5.5% | B: 2% | C: -0.2% | D: -0.4% | E: -16% | F: 8% | G: 0.5% | H: -3% | I: 2%

N#CCCN1CCN(S(=O)(=O)c2ccc(S(=O)(=O)NCc3ccccc3)cc2)CC1
  A: -5.2% | B: -9% | C: -0.3% | D: -1.5% | E: -10% | F: 2% | G: -0.3% | H: -4% | I: 2%

Cc1ccc(S(=O)(=O)/N=C(/c2ccc(F)cc2)N2CCOCC2)cc1
  A: 4.4% | B: 4% | C: -0.2% | D: 0.0% | E: -6% | F: -7% | G: -0.5% | H: -3% | I: 0%

CC(C)Oc1ccc(C(=O)/C=C2/C(=O)Nc3ccccc32)cc1
  A: 7.6% | B: 6% | C: -0.1% | D: -0.8% | E: -6% | F: 12% | G: -1.0% | H: -18% | I: -13%

O=C(NNC(=S)Nc1ccc(Br)cc1)c1ccc(N2CCOCC2)c([N+](=O)[O-])c1
  A: -9.8% | B: 0% | C: -0.2% | D: 7.9% | E: -13% | F: -7% | G: -0.6% | H: 15% | I: -26%

O=C(NCCc1ccccc1)NC(Cc1ccccc1)C(=O)O (stereo unspecified)
  A: -3.9% | B: 7% | C: 0.0% | D: -0.7% | E: -13% | F: 15% | G: 0.0% | H: -1% | I: -8%

Cc1ccc(CC2CC(=O)N(c3cc(C)on3)C2=O)cc1 (stereo unspecified)
  A: 6.6% | B: 7% | C: -0.2% | D: 1.6% | E: -19% | F: 23% | G: 0.1% | H: -3% | I: 13%

O=[N+]([O-])c1ccc2[nH]c(O)c(N=NC3CCS(=O)(=O)C3)c2c1 (stereo unspecified)
  A: -1.3% | B: -5% | C: -0.1% | D: -1.8% | E: 8% | F: -8% | G: 0.0% | H: -8% | I: 37%

Oc1c(Cl)cc(Cl)cc1/C=N/c1ncn[nH]1
  A: -0.8% | B: -21% | C: 0.0% | D: 5.5% | E: -3% | F: 16% | G: 0.1% | H: -4% | I: 2%

Cc1ccc2nc(NC(=O)C3CCCN(S(=O)(=O)c4cccnc4)C3)sc2c1 (stereo unspecified)
  A: 8.3% | B: 13% | C: -0.3% | D: 1.4% | E: -24% | F: 14% | G: 0.6% | H: -4% | I: -28%

CC(C)OCCCNC(=O)c1ccncc1
  A: 13% | B: 1% | C: 0.3% | D: 3.3% | E: -2% | F: -6% | G: 0.0% | H: -5% | I: -46%

COc1ccc(C(=O)N2CCN(c3ccccc3)CC2)cc1S(=O)(=O)N1CCCC1
  A: 5.7% | B: -7% | C: 0.1% | D: 0.8% | E: -9% | F: 3% | G: -0.6% | H: 0% | I: -35%

CCn1c(=O)cc(OCC(=O)NCCc2cccc(C)c2)c2ccccc21
  A: -6.8% | B: -8% | C: -0.3% | D: -0.6% | E: -27% | F: -6% | G: -0.6% | H: -9% | I: 28%

Cc1ccc(-n2nc3c(c2NC(=O)c2ccccc2)CS(=O)(=O)C3)cc1C
  A: 0.3% | B: 0% | C: 0.3% | D: -2.0% | E: -21% | F: 0% | G: -0.4% | H: -5% | I: 32%

CN1CCN(C(=O)c2sc(=S)n(-c3ccccc3)c2N)CC1
  A: -3.2% | B: -10% | C: 0.2% | D: -0.6% | E: -19% | F: -2% | G: 0.0% | H: -10% | I: 46%

O=C(NCCc1ccccc1)c1ccc(=O)[nH]c1
  A: 3.3% | B: -7% | C: -0.1% | D: -1.4% | E: 5% | F: 10% | G: 0.1% | H: 6% | I: -5%

O=C(c1ccc(-n2cnnn2)cc1)N(C1CCCCC1)C1CCCCC1
  A: -1.3% | B: -2% | C: -0.5% | D: -0.2% | E: -31% | F: 6% | G: 0.2% | H: -9% | I: -7%

O=C(CCCn1c(SCC(=O)NCCc2ccccc2)nc2ccccc2c1=O)NCC1CCCO1 (stereo unspecified)
  A: 0.0% | B: -7% | C: 0.0% | D: 1.3% | E: -12% | F: -2% | G: -0.1% | H: 0% | I: -18%

O=c1c2ccccc2nc(-c2ccc(Br)cc2)n1Cc1ccccc1
  A: 0.6% | B: 38% | C: 0.5% | D: 0.3% | E: 18% | F: 52% | G: 1.1% | H: -6% | I: -36%

CC(=O)c1cccc(NC(=O)CSc2nc(N3CCOCC3)nc(N3CCOCC3)n2)c1
  A: -4.5% | B: 6% | C: 0.7% | D: -2.0% | E: -10% | F: 4% | G: -0.3% | H: -5% | I: 25%

COc1cc2ccccc2cc1C(=O)NC(=S)Nc1nnn(C)n1
  A: 2.4% | B: 6% | C: -0.8% | D: 1.5% | E: -8% | F: 9% | G: 0.3% | H: 6% | I: -35%

Cc1ccc(OCC(=O)NC2CCCc3ccccc32)c(C)c1 (stereo unspecified)
  A: 8.9% | B: -8% | C: -0.1% | D: 1.3% | E: -14% | F: -10% | G: -1.4% | H: -2% | I: -6%

COc1ccc(OCC(O)CNC(=O)c2ccccc2C(=O)O)cc1 (stereo unspecified)
  A: 1.9% | B: -11% | C: 0.4% | D: 2.1% | E: -28% | F: -8% | G: 0.3% | H: -4% | I: 6%

COc1cc2nc(CN3CCC(Cc4ccccc4)CC3)[nH]c(=O)c2cc1OC
  A: 6.8% | B: 2% | C: -0.5% | D: -0.4% | E: -18% | F: -2% | G: 0.3% | H: 4% | I: -45%

O=c1cc(-c2ccccc2)nc(/C=C/c2ccccc2)[nH]1
  A: 3.2% | B: -8% | C: -0.3% | D: -1.2% | E: -10% | F: 14% | G: 0.3% | H: -2% | I: -10%

NC(=O)CSc1nc2cccnc2n1-c1ccc(F)cc1
  A: -9.1% | B: 16% | C: -0.2% | D: -2.2% | E: 18% | F: -2% | G: 0.0% | H: · | I: 32%

O=C(O)C1C2C=CC3(CN(Cc4ccco4)C(=O)C13)O2 (stereo unspecified)
  A: -5.8% | B: 15% | C: -0.1% | D: 1.7% | E: 0% | F: 2% | G: 0.6% | H: -4% | I: 4%

CCc1nc(-c2ccccc2O)n(-c2ccccc2)n1
  A: 0.4% | B: -5% | C: -0.1% | D: 1.5% | E: -17% | F: 42% | G: 0.1% | H: -2% | I: -5%

Cc1cc(C)nc(Nc2n[nH]c(-c3ccc(C(C)(C)C)cc3)n2)n1
  A: 0.5% | B: -3% | C: 0.3% | D: -0.3% | E: -15% | F: -6% | G: -1.0% | H: -20% | I: -64%[20 µM]

COc1ccc(/C=C2\N=C(c3ccccc3Cl)NC2=O)cc1
  A: -2.1% | B: -6% | C: -0.1% | D: -1.0% | E: -1% | F: -10% | G: 0.2% | H: · | I: -3%

CCc1ccc(C(=O)c2cncc(Br)c2)cc1
  A: -3.6% | B: 2% | C: 0.4% | D: 2.3% | E: -4% | F: 4% | G: -0.2% | H: 0% | I: 5%

COc1ccc(CCNC(=O)CCN2C(=O)COc3ccccc32)cc1OC
  A: -3.3% | B: 13% | C: -0.1% | D: -0.8% | E: -26% | F: 10% | G: -0.6% | H: 1% | I: 21%

COc1ccc(N(C(C)C(=O)NCc2ccco2)S(C)(=O)=O)cc1 (stereo unspecified)
  A: -3.3% | B: 6% | C: 0.6% | D: -3.1% | E: 23% | F: 1% | G: 0.1% | H: -14% | I: -2%

C=C(C)Cn1c(=O)c2c(nc3n2CCCN3CCc2ccccc2)n(C)c1=O
  A: 2.1% | B: 13% | C: -0.2% | D: -1.8% | E: 6% | F: -7% | G: -1.4% | H: -13% | I: -44%

CN(c1ccc(C(=O)NC2CC3CCC2C3)cc1)S(C)(=O)=O (stereo unspecified)
  A: -0.4% | B: -1% | C: 0.2% | D: -4.5% | E: · | F: 9% | G: -0.2% | H: -5% | I: 10%

O=C(CNS(=O)(=O)c1cccs1)NCc1ccccc1
  A: -7.9% | B: 9% | C: -0.4% | D: 0.7% | E: -14% | F: 21% | G: 0.0% | H: 2% | I: 2%

Cc1ccc(C(c2nnnn2C(C)(C)C)N2CCc3ccccc3C2)cc1 (stereo unspecified)
  A: -4.3% | B: 16% | C: -0.1% | D: -0.2% | E: 4% | F: 12% | G: · | H: · | I: 5%

Cc1ccc(/C=C/C(=O)Nc2ccc([N+](=O)[O-])c(NC(=O)/C=C/c3ccc(C)o3)c2)o1
  A: -1.7% | B: -1% | C: 0.2% | D: 62% | E: -30% | F: 4% | G: -0.1% | H: >100µM* | I: 8%

CCOC(=O)c1c(S(=O)(=O)NCC(=O)Nc2cc(C)ccn2)c(C)n(C)c1C
  A: 7.5% | B: -14% | C: 0.3% | D: 0.5% | E: -26% | F: -22% | G: -0.2% | H: 1% | I: -14%

O=C(O)c1ccc(NC(=S)N2CCCCC2)cc1
  A: · | B: 12% | C: -0.1% | D: -1.2% | E: -28% | F: 0% | G: -0.2% | H: · | I: 10%[20 µM]

COC1(OC)N=C(N)C2(C#N)C(c3ccc4c(c3)OCO4)C12C#N (stereo unspecified)
  A: -2.9% | B: 4% | C: -0.1% | D: -1.6% | E: 19% | F: 3% | G: 0.2% | H: 10% | I: 15%

COc1cc(NC(=O)c2ccccn2)cc(OC)c1OC
  A: -2.2% | B: -3% | C: 0.1% | D: -1.5% | E: -30% | F: 10% | G: -0.2% | H: -17% | I: 13%

Seven entries out of the list, sorted by molar mass, lowest first.
Codes: A = KOR beta-arrestin-1; B = GPR35 arrestin U2OS; C = GPR55 beta-arrestin; D = HIV fusion peptide; E = NOD1 inhibition; F = GPR55 LPI antagonism; G = West Nile antiviral; H = Dengue-2 NS5 capping; I = KOR beta-arrestin-2
CN(c1ccc(C(=O)NC2CC3CCC2C3)cc1)S(C)(=O)=O (stereo unspecified)
  A: -0.4% | B: -1% | C: 0.2% | D: -4.5% | E: · | F: 9% | G: -0.2% | H: -5% | I: 10%

CN1CCN(C(=O)c2sc(=S)n(-c3ccccc3)c2N)CC1
  A: -3.2% | B: -10% | C: 0.2% | D: -0.6% | E: -19% | F: -2% | G: 0.0% | H: -10% | I: 46%

COc1cc2ccccc2cc1C(=O)NC(=S)Nc1nnn(C)n1
  A: 2.4% | B: 6% | C: -0.8% | D: 1.5% | E: -8% | F: 9% | G: 0.3% | H: 6% | I: -35%

C=C(C)Cn1c(=O)c2c(nc3n2CCCN3CCc2ccccc2)n(C)c1=O
  A: 2.1% | B: 13% | C: -0.2% | D: -1.8% | E: 6% | F: -7% | G: -1.4% | H: -13% | I: -44%

CCOC(=O)c1c(S(=O)(=O)NCC(=O)Nc2cc(C)ccn2)c(C)n(C)c1C
  A: 7.5% | B: -14% | C: 0.3% | D: 0.5% | E: -26% | F: -22% | G: -0.2% | H: 1% | I: -14%

Cc1ccc2nc(NC(=O)C3CCCN(S(=O)(=O)c4cccnc4)C3)sc2c1 (stereo unspecified)
  A: 8.3% | B: 13% | C: -0.3% | D: 1.4% | E: -24% | F: 14% | G: 0.6% | H: -4% | I: -28%

COc1ccc(C(=O)N2CCN(c3ccccc3)CC2)cc1S(=O)(=O)N1CCCC1
  A: 5.7% | B: -7% | C: 0.1% | D: 0.8% | E: -9% | F: 3% | G: -0.6% | H: 0% | I: -35%
